# High-throughput results (PubChem)
# BioA inh: blocks M. tuberculosis BioA enzyme activity; AID 602481; inhibition, % at 9.99 µM; purified M. tuberculosis BioA enzyme, plate reader; 0.096% of 360,000 active; in the data active = inhibition above about 40%; inconclusive = no clear call, values can overlap the other calls
# CCHFV vOTU inh: CCHFV vOTU protease inhibition | Pep-AMC fluorescence | inhibition, % at 11.5 µM | AID 651958 | 0.55% of 370,000 active; note: 0% = vehicle wells with enzyme and 100% = no enzyme wells
# GDH-TPI counter: GDH-TPI coupled enzyme inhibition counter-screen. GDH-TPI coupled enzyme counterscreen, NADH absorbance. inhibition, % at 4.8 µM. 1.2% of 360,000 active. AID 588335;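 note: 0% = DMSO wells and 100% = wells lacking the enzyme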
# Mtb FBA inh: inhibits M. tuberculosis FBA enzyme | inhibition, % at 1 µM | AID 588726 | purified M. tuberculosis FBA, fluorescence read-out | P9WQA3 | 2.3% of 360,000 active; in the data active = inhibition above about 27%;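 note: 0% = vehicle and 100% = reference inhibitor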
# Target sequence (P9WQA3 whole entry, looked up): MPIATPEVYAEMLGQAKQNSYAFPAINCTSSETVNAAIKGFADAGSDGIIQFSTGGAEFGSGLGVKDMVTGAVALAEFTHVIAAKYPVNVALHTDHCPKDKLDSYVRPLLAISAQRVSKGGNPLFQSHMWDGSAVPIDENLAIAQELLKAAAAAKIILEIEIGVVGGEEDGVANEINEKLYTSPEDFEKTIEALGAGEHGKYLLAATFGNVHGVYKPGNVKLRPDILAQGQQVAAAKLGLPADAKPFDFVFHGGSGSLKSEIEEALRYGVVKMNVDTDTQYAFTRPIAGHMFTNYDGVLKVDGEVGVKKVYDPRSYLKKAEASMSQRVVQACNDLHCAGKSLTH
# BoNT F protease: inhibitors of Botulinum neurotoxin F light chain protease; Multiplex microsphere protease cleavage assay, flow cytometry; inhibition, % at 10 µM; 0.22% of 360,000 active; AID 588497; in the data active = inhibition above about 35%, passing the limit was not always enough; inconclusive = no clear call, values can overlap the other calls; note: plate controls were buffer without enzyme for full effect and enzyme alone for no effect
# Mtb UGM inh: inhibitors of M. tuberculosis UDP-galactopyranose mutase. inhibition, % at 10 µM. 0.06% of 320,000 active. purified UGM, fluorescence polarization probe displacement; in the data active = inhibition above about 10%, passing the limit was not always enough; inconclusive = no clear call, values can overlap the other calls
# Target sequence (P9WIQ1 whole entry, looked up): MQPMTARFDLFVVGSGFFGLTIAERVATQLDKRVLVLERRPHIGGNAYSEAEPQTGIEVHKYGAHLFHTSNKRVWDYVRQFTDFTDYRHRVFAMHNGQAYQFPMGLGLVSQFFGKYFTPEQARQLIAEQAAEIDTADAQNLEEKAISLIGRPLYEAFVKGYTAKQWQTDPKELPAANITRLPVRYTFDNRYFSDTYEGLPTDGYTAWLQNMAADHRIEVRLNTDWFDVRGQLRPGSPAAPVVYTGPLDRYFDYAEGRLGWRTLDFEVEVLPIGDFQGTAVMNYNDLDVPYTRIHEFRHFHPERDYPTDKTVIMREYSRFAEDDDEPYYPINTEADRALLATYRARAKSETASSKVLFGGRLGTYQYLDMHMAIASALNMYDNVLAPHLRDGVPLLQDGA
# Rv3671c protease: inhibits the M. tuberculosis serine protease Rv3671c. P9WHR9. inhibition, % at 5.96 µM. 0.048% of 320,000 active; in the data active = inhibition above about 38%;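 note: extracellular domain of Rv3671c used as enzyme; 0% = enzyme with DMSO and 100% = no enzyme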
# FadD28 FP inh: inhibitors of Mycobacterium tuberculosis FadD28 bisubstrate binding; FadD28 bisubstrate probe binding, fluorescence polarization; inhibition, % at 12.5 µM; 0.22% of 360,000 active; AID 588549; in the data active = inhibition above about 8.5%, passing the limit was not always enough; inconclusive = no clear call, values can overlap the other calls
# DUSP3 inh: blocks human VHR1 dual specificity phosphatase | P51452 | recombinant VHR phosphatase, pNPP absorbance | inhibition, % at 13.3 µM | 0.52% of 290,000 active; in the data active = inhibition above about 50%; note: some compounds called inactive have numbers as strong as hits
# Target sequence (P51452 whole entry, looked up): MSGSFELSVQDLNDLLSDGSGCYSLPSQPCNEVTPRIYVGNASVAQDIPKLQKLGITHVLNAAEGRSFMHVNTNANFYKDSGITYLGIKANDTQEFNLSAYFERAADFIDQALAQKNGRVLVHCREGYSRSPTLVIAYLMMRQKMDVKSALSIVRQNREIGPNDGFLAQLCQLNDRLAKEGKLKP
# MazF activator: MazEF (E. coli) toxin RNase activation | P0AE70 | FAM/BHQ RNA-DNA oligo cleavage fluorescence, 5 h | activation, % at 20 µM | 0.32% of 350,000 active | AID 504720; in the data active = activation above about 50%
# Active calls of the source: *; ? = inconclusive; . = not tested or not shown; & = joins results of further samples. Cut-off read from the data, not from the text of the source, unless noted: active = inhibition above about 30%; inactive = the rest.
# Every second line gives: BioA inh	CCHFV vOTU inh	GDH-TPI counter	Mtb FBA inh	BoNT F protease	Mtb UGM inh	Rv3671c protease	FadD28 FP inh	DUSP3 inh	MazF activator
COc1ccc(N(C)S(=O)(=O)c2cccc(C(=O)N3CCN(c4cccc(C)c4C)CC3)c2)cc1
→ -3.5	9	2	1	2	.	.	-1.9	.	-11
O=C(NCc1ccccc1)c1cc(=O)[nH]c2ccccc12
→ -3.0	-11	14	2	4	-1.1	-2	0.3	39	0
O=C1/C(=C/c2cccs2)N=C(c2cccs2)N1Nc1ccccc1
→ -4.4	4	-2	-8	0	2.4	-15	-0.5	6	7
COCCCNC(NC(=O)c1ccc(OC)cc1)C(Cl)(Cl)Cl (centres undefined)
→ -0.6	-4	4	-3	-6	-2.6	0	-3.5	17	1
COCCNc1nnc(SCC(=O)Nc2nnc(-c3ccccc3)o2)s1
→ .	1	-4	1	1	-1.6	-5	-2.4	.	-3
Cc1ccc(-c2nc(NCC3CCCO3)sc2C)cc1 (centres undefined)
→ .	11	0	6	-2	3.4	-3	-1.4	22	7
CCOc1ccc(NC(=O)c2ccco2)c([N+](=O)[O-])c1
→ .	-3	3	-3	0	-1.9	-5	-2.6	2	1
COc1ccc(NC(=O)CCNC(=O)c2ccc([N+](=O)[O-])cc2)cc1S(=O)(=O)N1CCCCC1
→ 1.0	-4	1	3	3	.	.	-1.9	.	4
NC(=O)C1CCCN(C(=O)c2cccc(S(=O)(=O)N(Cc3ccccc3)c3ccccc3)c2)C1 (centres undefined)
→ -4.4	-2	12	5	-5	3.6	-11	-1.3	.	6
O=C(COC(=O)c1ccc(O)cc1)Nc1ccc2c(c1)OCO2
→ 0.3	-9	-5	-1	0	0.4	6	-0.7	.	6
Cc1c2c(cc3c1[nH]c1ccccc13)C=NCC2
→ -2.6	-6	16	-1	22	.	.	-14	.	-12
CCC(O)CNC(=O)CCc1nnc(C2(c3ccc(Cl)cc3)CCC2)o1 (centres undefined)
→ -0.7	-19	1	0	-1	-1.3	7	-0.4	-6	-3
CCCn1c(=O)c(F)cn(Cc2ccc(OC)c([N+](=O)[O-])c2)c1=O
→ 0.6	15	-2	0	3	-6.0	1	-1.4	48	10
Cc1c(NC(=O)CC2CC(C)OC2=O)c(=O)n(-c2ccccc2)n1C (centres undefined)
→ -1.8	-5	-1	1	-3	-0.9	-5	0.7	.	0
NC(=O)c1ccc(NC(=O)CCc2nc3sc4c(c3c(=O)[nH]2)CCCC4)cc1
→ -3.2	8	6	3	-8	-1.5	-12	-0.4	.	4
CC1CCCCC1NC(=O)CCS(=O)(=O)c1ccc2c(c1)NC(=O)CS2 (centres undefined)
→ 0.3	-15	-8	-3	4	0.5	3	-5.6	6	-1
O=C(Nc1ccccc1)c1nn(-c2ccccc2)c(=O)cc1C(F)(F)F
→ -0.5	4	1	2	-1	0.5	4	-3.2	13	381*
C=CCn1c(COc2ccc(Cl)cc2)nnc1SCC(=O)NCC(=O)OCC
→ -2.5	-7	4	0	6	0.3	-3	-3.2	22	0
COc1cc(OC)c(N(C)C(=O)c2cn(C)c(=O)c3cc(OC)c(OC)cc23)cc1Cl
→ 1.6	-3	-5	0	-3	7.4	-8	0.1	14	7
CC(NC(=O)CCC(=O)c1ccc(F)cc1)C1CC2CCC1C2 (centres undefined)
→ -1.5	7	2	0	-4	1.5	4	-5.5	-2	-28

# Nothing new here: eight of the compounds above.
# Every second line gives: BioA inh	CCHFV vOTU inh	GDH-TPI counter	Mtb FBA inh	BoNT F protease	Mtb UGM inh	Rv3671c protease	FadD28 FP inh	DUSP3 inh	MazF activator
CCCn1c(=O)c(F)cn(Cc2ccc(OC)c([N+](=O)[O-])c2)c1=O
→ 0.6	15	-2	0	3	-6.0	1	-1.4	48	10
Cc1c(NC(=O)CC2CC(C)OC2=O)c(=O)n(-c2ccccc2)n1C (centres undefined)
→ -1.8	-5	-1	1	-3	-0.9	-5	0.7	.	0
NC(=O)c1ccc(NC(=O)CCc2nc3sc4c(c3c(=O)[nH]2)CCCC4)cc1
→ -3.2	8	6	3	-8	-1.5	-12	-0.4	.	4
CC1CCCCC1NC(=O)CCS(=O)(=O)c1ccc2c(c1)NC(=O)CS2 (centres undefined)
→ 0.3	-15	-8	-3	4	0.5	3	-5.6	6	-1
O=C(Nc1ccccc1)c1nn(-c2ccccc2)c(=O)cc1C(F)(F)F
→ -0.5	4	1	2	-1	0.5	4	-3.2	13	381*
C=CCn1c(COc2ccc(Cl)cc2)nnc1SCC(=O)NCC(=O)OCC
→ -2.5	-7	4	0	6	0.3	-3	-3.2	22	0
COc1cc(OC)c(N(C)C(=O)c2cn(C)c(=O)c3cc(OC)c(OC)cc23)cc1Cl
→ 1.6	-3	-5	0	-3	7.4	-8	0.1	14	7
CC(NC(=O)CCC(=O)c1ccc(F)cc1)C1CC2CCC1C2 (centres undefined)
→ -1.5	7	2	0	-4	1.5	4	-5.5	-2	-28

# Other records follow:
# Every second line gives: BioA inh	CCHFV vOTU inh	GDH-TPI counter	Mtb FBA inh	BoNT F protease	Mtb UGM inh	Rv3671c protease	FadD28 FP inh	DUSP3 inh	MazF activator
Cc1ccc(NC(=O)C(=O)c2c(-c3ccccc3)cc3ccccn23)cc1S(=O)(=O)N1CCOCC1
→ 4.1	3	-4	2	10	1.0	-11	-1.5	-8	-3
CN(C(=O)COC(=O)c1nc(-c2ccccc2)n(-c2ccccc2)n1)C1CCS(=O)(=O)C1 (centres undefined)
→ 5.5	-6	-3	-3	10	0.0	1	0.3	22	-8
Cc1cc(C(=O)NCc2ccccc2F)c2ccccc2n1
→ .	-3	-2	3	-8	-5.9	-5	0.2	8	10
CCCC(=O)N1CCN(c2ccc(NC(=O)c3ccc([N+](=O)[O-])o3)cc2Cl)CC1
→ .	26	9	-3	-3	.	.	-0.2	12	9
Cc1cccc(NC(=O)CSCC(=O)N(C)Cc2ccc3c(c2)OCCO3)c1
→ -0.4	7	1	0	8	.	.	-1.3	.	-2
Cc1ccc(CNC(=O)c2ccc(N3CCC4(CC3)CC(c3cccc(Br)c3)=NO4)c(NC(=O)c3cccc(C)c3)c2)cc1
→ -2.5	14	4	-1	-6	-0.5	-4	-2.9	.	-38
COC(=O)c1ccccc1NC(=O)NCc1ccccn1
→ -1.5	-10	-2	0	8	0.7	-4	-1.2	-11	4
CN(C)c1ccc(C(=O)OCc2ccc(Br)cc2)cc1
→ -0.1	4	8	4	-7	1.1	7	-3.7	33	-7
CC(C)CC1NC(C(=O)O)Cc2c1[nH]c1ccccc21 (centres undefined)
→ -0.8	-2	12	24	?	0.3	1	0.0	8	-5
CCOc1ccc(CCNC(=O)C2CCCN(S(C)(=O)=O)C2)cc1OCC (centres undefined)
→ -2.3	-10	-3	-1	9	0.7	-2	-2.8	44	10
Cc1ccc(-c2nc3c(C)cc(Br)cn3c2Cc2ccsc2)cc1
→ 2.6	12	.	-2	2	.	.	-2.4	.	.
CC(C)(C)NC(=O)c1ccc(NC(=O)C2COc3ccccc3O2)cc1 (centres undefined)
→ -0.5	-12	-5	0	9	0.3	1	-2.2	0	-1
O=C(Nc1cc(-c2ccccc2)nn1C1CCCCC1)c1ccc(Cl)cc1
→ -0.4	4	11	-1	3	-0.9	-54	2.0	.	5
CCOC(=O)N1CCN(C(=O)CSc2nc3c(c(=O)n2-c2ccccc2OC)SCC3)CC1
→ 26	8	19	2	3	-2.3	-4	0.2	8	0
CCOC(=O)CCc1c(C)nc(-n2[nH]c(C)c(CCO)c2=O)[nH]c1=O
→ -1.2	11	2	-3	-3	-2.4	-2	-0.4	-2	6
COc1ccccc1CNC(=O)CCS(=O)(=O)c1cccc2nonc12
→ 1.3	-2	-3	1	1	6.7	-12	-3.1	12	-2
CC1(C)CC(NC(=O)c2ccc(Br)o2)CC(C)(C)N1
→ -0.4	1	3	2	7	0.7	4	0.9	22	1
O=C(NC1CCN(Cc2ccccc2)CC1)C1CCN(S(=O)(=O)c2cccc([N+](=O)[O-])c2)CC1
→ -1.8	.	8	4	-16	1.0	7	-0.9	21	4
C[C@H](CO)N1C[C@H](C)[C@@H](CN(C)Cc2ccncc2)Oc2c(NS(=O)(=O)c3ccccc3)cccc2C1=O
→ -1.3&-0.5	-3	9	-1	-3	-0.7	-6	-1.0	.	5
CCOC(=O)c1cccc(NC(=O)CCS(=O)(=O)c2cccc3nsnc23)c1
→ .	-5	-9	-1	5	1.3	1	-3.9	-27	3
O=S(CC(O)COCc1ccc(Cl)cc1)c1ccccn1 (centres undefined)
→ .	7	-2	0	2	0.9	0	0.3	-1	3
NC(=O)C1CCN(C(=O)/C=C/c2cccc(Br)c2)CC1
→ -2.5	-1	1	0	1	-1.3	-1	-1.3	16	6
Cc1cc(S(=O)(=O)N2CCCC2)ccc1OCC(=O)NC1CCCC1
→ .	-3	0	2	1	-2.3	-3	0.2	9	8
CC1(Oc2cnc(Cl)c3ccccc23)CCN(Cc2ccc(-c3ccccn3)cc2)C1 (centres undefined)
→ -0.3	-4	1	1	-4	.	.	-3.6	.	.
CCn1c2ccccc2c2cc(C3C(C#N)=C(C)NC(C)=C3C#N)ccc21
→ -0.5	8	9	21	3	0.8	0	-9.0	0	1
Cc1ccc(C23OC(=O)C(C)(C)C2OC(=O)C3(C)C)cc1 (centres undefined)
→ -4.0	7	3	2	?	3.2	4	-4.8	6	9
Cc1ccc(OCC(=O)Nc2nnc(S(=O)(=O)N3CCCCCC3)s2)cc1C
→ -0.2	9	0	0	0	-0.3	-5	-1.3	6	1
CC1(C)CC(=O)C2=C(C1)OC(N)=C(C#N)C21CCN(C(=O)OCc2ccccc2)CC1
→ 1.2	-9	-7	-1	-1	3.2	-4	-2.3	19	-2
CC1CCN(C(=O)COC(=O)CCc2c[nH]c3ccccc23)CC1
→ .	-10	4	1	0	-1.0	0	0.0	18	-3
Cc1nc2ccc(-n3ccc(=O)cc3)cc2s1
→ -0.9	9	2	-1	-1	-0.3	3	-3.9	19	1
Cc1ccc(S(=O)(=O)N(C)CCCC(=O)NCc2ccc3c(c2)OCO3)cc1
→ 0.9	13	0	-2	-6	2.9	-2	0.2	17	2
O=C(CCCN1C(=O)/C(=C/c2cccs2)SC1=S)Nc1cccnc1
→ .	-4	8	4	-5	-0.6	12	1.3	39	15
CC(Oc1ccc2c(c1)oc(=O)c1ccccc12)C(=O)NCCCN1CCOCC1 (centres undefined)
→ -1.3	-45	11	64*	-2	1.2	-8	-1.1	-9	6
CCOc1ccccc1N1CCN(S(=O)(=O)c2cccc3nsnc23)CC1
→ -2.1	13	6	0	-2	-1.7	-2	-1.8	3	-2
CS(=O)(=O)N(Cc1ccco1)CC(O)Cn1c2ccccc2c2ccccc21 (centres undefined)
→ 3.8	22	6	2	-10	-2.2	-16	-6.1	-1	-1
COc1cccc(NC(=O)C2(C)CCN2C(=O)Cc2ccc(-c3ccccc3)cc2)c1 (centres undefined)
→ -0.8	10	-14	-2	-6	.	.	-8.2	.	.
COc1ccc(OC)c(S(=O)(=O)NC(N)=NCCc2ccccc2)c1
→ 2.1	-5	15	0	0	2.1	-7	-2.2	-9	7
COc1ccc(NC(=O)Cc2ccc(-c3ccccc3)cc2)cn1
→ .	-15	3	2	1	0.0	-1	-2.0	14	-1
